Screening data as filed in PubChem.
Integrin act MD = activates integrin-mediated alleviation for muscular dystrophy. Potency, µM (highest dose often 38.3 µM), for inactives: top-dose activation, most hits filed as activators. alpha7betagal myoblasts, beta-gal FDG fluorescence, 48 h. 350,000 tested, 0.064% active;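 note: potency is the fitted concentration of half-maximal effect; 100% = response of the positive control SU9516; nearly all actives have a fitted effect of over 60% in size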
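alpha7betagal+/- myoblasts (passage 13, 250/well) treated 48 h at 37C with compounds at 1:260 dilution of DMSO stock. Lysed, then beta-galactosidase activity read as FDG fluorescence (ex 480/em 540) after 30 min, with pre-read for autofluorescence.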
TCR act = activates T cell receptor signaling. primary human leukocytes, anti-CD3, IL-2 HTRF, 48 h. Potency, µM (titrated, usually from 9.22 µM), inactives show at the top dose activation of IL-2 secretion, hits mostly activators. 330,000 tested, under 10 active; note: % of control where 0% means no effect
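IL-2 produced over 48 hr by a-CD3 bead-stimulated primary human leukocytes exposed to compounds was detected with a homogeneous time-resolved FRET immunoassay, 665nm acceptor signal after 320nm excitation.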
PTAP TSG101 blk = blocks PTAP/TSG101 interaction to inhibit HIV-1 budding | AID 493005 | 340,000 tested, under 10 active | Potency, µM (doses to about 115 µM), without a hit: at the top dose activity change, negative = inhibition, actives largely listed as inhibitors | Fluorescence polarization, FITC-PTAP peptide / Tsg101 binding | Q99816; active = well fitted inhibition curve with a large enough effect in the main read-out, with a control signal flat, not every such curve was filed as active; inconclusive = small, poorly fitted or top-dose-only effect, or effect the other way, or a change in a side signal; inactive = no such curve, though single readings can be large or run the other way; note: potency is the fitted concentration of half-maximal effect; % of control where 0% means no effect
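Fluorescence polarization binding of Tsg101 binding domain (10 uM final) to FITC-labeled PTAP peptide (50 nM final) in HEPES pH 7.5 buffer with NaCl, Tween 20, EDTA, TCEP. Compounds added before peptide; binding 20 min at RT.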
Mito fusion act = inhibitors of mitochondrial division or activators of mitochondrial fusion. 320,000 tested, 0.23% active. Potency, µM (series often up to 46.1 µM), without a hit: top-dose growth rescue (activation), actives largely listed as activators. S. cerevisiae fusion-defective mutant growth rescue, CellTiterGlo 48 h. AID 485298;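 note: potency is the fitted concentration of half-maximal effect; % of control where 0% means no effect; nearly all actives have a fitted effect of over 45% in size; temperature-sensitive fusion mutants such as fzo1-1 at 37 °C on non-fermentable ethanol glycerol medium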
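Yeast fusion mutant, YPEG (non-fermentable carbon), compound, 48 h at 37C non-permissive; CellTiterGlo added, 10 min RT, luminescence read. Rescued growth = division inhibition.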
ASM inhibitor = human S-ASM enzyme inhibition; placental ASM, HMU-PC fluorogenic substrate, 60 min; Potency, µM (titrated, usually from 57.5 µM), for the others: at the top dose activity change, negative = inhibition, hits mostly inhibitors; 340,000 tested, 0.006% active; AID 504937; note: potency is the fitted concentration of half-maximal effect
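Steps: dispense placental human ASM, pin compound, wait 10 min at room temperature, add HMU-PC0 substrate at 9 uM final, incubate 60 min at 37 °C, add stop solution raising pH to 10, read fluorescence.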
TSHR antag = human thyrotropin receptor antagonism | P16473 | TSHR-expressing cells, TSH-stimulated cAMP HTRF, 2 h; hits give low values | activity change, negative = inhibition, % at 11.5 µM | 330,000 tested, 0.2% active;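 active = activity change below a set negative limit, meaning inhibition stronger than a set level, cut at about -70% in these data; inconclusive = activity change between two set negative limits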; note: % is set by controls: 0 for no effect and ±100 for the full control effect
Target sequence (P16473 whole entry, looked up): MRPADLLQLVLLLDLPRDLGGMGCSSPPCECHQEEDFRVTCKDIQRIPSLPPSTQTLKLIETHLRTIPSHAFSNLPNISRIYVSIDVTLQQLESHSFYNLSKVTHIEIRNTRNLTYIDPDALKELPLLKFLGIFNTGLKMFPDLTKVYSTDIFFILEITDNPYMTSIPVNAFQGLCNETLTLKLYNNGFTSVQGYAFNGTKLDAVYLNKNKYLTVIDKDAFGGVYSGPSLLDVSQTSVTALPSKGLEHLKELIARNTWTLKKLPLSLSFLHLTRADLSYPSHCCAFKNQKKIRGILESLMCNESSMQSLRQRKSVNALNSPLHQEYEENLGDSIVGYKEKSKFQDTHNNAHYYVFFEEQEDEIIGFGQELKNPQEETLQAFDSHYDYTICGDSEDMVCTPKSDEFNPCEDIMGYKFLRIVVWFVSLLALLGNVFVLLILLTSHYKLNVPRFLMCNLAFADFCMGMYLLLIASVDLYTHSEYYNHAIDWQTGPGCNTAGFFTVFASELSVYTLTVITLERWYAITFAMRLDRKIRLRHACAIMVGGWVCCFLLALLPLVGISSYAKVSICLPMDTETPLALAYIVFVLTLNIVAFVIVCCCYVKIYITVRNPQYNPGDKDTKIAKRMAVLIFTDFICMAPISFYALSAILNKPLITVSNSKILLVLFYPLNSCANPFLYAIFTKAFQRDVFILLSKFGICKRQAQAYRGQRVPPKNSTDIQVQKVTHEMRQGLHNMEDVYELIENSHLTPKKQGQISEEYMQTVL
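Competitive HTRF cAMP read-out (cryptate anti-cAMP antibody, cAMP-d2; 30 min, room temperature) in freshly harvested TSHR cells. Compounds added before TSH at EC80 (4nM final), followed by 2 hours' incubation at 37 deg C.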
BCR signal inh = chronic active BCR signaling inhibition. 340,000 tested, 0.05% active. ABC-DLBCL IkBa-CBG/CBR reporter, luminescence ratio, 4 h. AID 493014. Potency, µM (top dose mostly 46.1 µM), inactives show at the top dose ratio change, negative = lower green/red ratio, most hits filed as inhibitors; active = well fitted inhibition curve with a large enough effect in the signal ratio, with a control signal flat, not every such curve was filed as active; inconclusive = small, poorly fitted or top-dose-only effect, or effect the other way, or a change in a side signal; the % refers to the signal ratio;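 note: potency is the fitted concentration of half-maximal effect; plate controls were basal doxycycline-induced cells for no effect and cells given 10 µM MG132 for full effect; MG132 reads +100%, hits lower the ratio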
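TMD8 human ABC-DLBCL cells with doxycycline-inducible IκBα–green luciferase fusion and unfused red luciferase, in 0.5% FBS medium; compounds up to 46 uM, 4 h at 37C. Green/red luminescence ratio, filter-overlap corrected, fitted to concentration-response curves.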
ELG1 repair inh = blocks ELG1-dependent DNA repair in HEK293T cells; HEK293T ELG1-luciferase reporter, luminescence, 16 h; DNA damage induced by 5-fluorouridine; Potency, µM (titrated, usually from 46.1 µM), for the others: at the top dose activity change, negative = inhibition, actives largely listed as inhibitors; 330,000 tested, 2.3% active; AID 504467; note: potency is the fitted concentration of half-maximal effect; % is set by controls: 0 for no effect and ±100 for the full control effect; nearly all actives have a fitted effect of over 55% in size
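DMSO vehicle served as the neutral condition. Each well held 2,000 cells given 5-fluorouridine plus compound; after 16 hr at 37 °C/5% CO2, ONE-Glo was added and luciferase measured 30 min later.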
Tb PFK block = inhibitors of T. brucei phosphofructokinase | O15648 | T. brucei PFK, ADP-Glo luminescence | Potency, µM (top dose mostly 57.5 µM), inactives show top-dose activity, negative = inhibition, actives largely listed as inhibitors | 330,000 tested, 0.17% active | AID 485367;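 note: potency is the fitted concentration of half-maximal effect; 0% = uninhibited 1x PFK enzyme wells and -100% = no-enzyme wells; nearly all actives have a fitted effect of over 60% in size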
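Compounds were pin-transferred as a titration series up to 57 uM into substrate buffer (0.5 mM F6P, 0.1 mM ATP, pH 8.0), then 1.25 nM PFK was added and reactions ran 45 min before ADP-Glo detection.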
Eya2 inh = Eya2 (human) phosphatase inhibition. recombinant Eya2, OMFP fluorescence dephosphorylation (OMFP is methylfluorescein phosphate). O00167. Potency, µM (top dose mostly 76.9 µM), without a hit: top-dose activity, negative = inhibition, actives largely listed as inhibitors. 330,000 tested, 0.006% active; note: potency is the fitted concentration of half-maximal effect; % is set by controls: 0 for no effect and ±100 for the full control effect
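Eya2 protein (added as 0.2 uM solution) was preincubated with compound for 10 min at ambient temperature in 50 mM HEPES pH 7.5, 50 mM NaCl, 5 uM MgCl2, 0.05% BSA, 1 mM DTT. OMFP (added at 50 uM) then reacted 10 min; fluorescence read at 485/525 nm.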
A-T KAP1 phos = potential ataxia-telangiectasia treatment; Potency, µM (highest dose often 57.5 µM), for the others: at the top dose activation, hits mostly activators; […] A-T fibroblasts, KAP-1 phosphorylation AlphaLISA; neocarzinostatin DNA damage 30 min before lysis; 320,000 tested, 0.19% active; note: potency is the fitted concentration of half-maximal effect; % of control where 0% means no effect; nearly all actives have a fitted effect of over 45% in size
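ATM-like activity read as KAP-1 phosphorylation via AlphaLISA donor/acceptor antibody pairs after lysis and 6 hr at 25C. Cells were ATM-null patient fibroblasts ([…], hTERT), dosed 60 min, then exposed to the DSB inducer NCS for 30 min.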
Numbers without * were called inactive; ? = inconclusive; nt = not tested or not shown; [ ] = another dose, or the depositor's remark. Unless noted, calls come from the whole dose curve; as a rule, active = well fitted curve in the direction sought with a large enough effect; inconclusive = small, poorly fitted or top-dose-only effect, or another doubt; inactive = no such curve, though single readings can be large; an effect the other way counts as inactive or inconclusive. Random draw from the library, and some 3.2% of all compounds hit somewhere here.

SMILES	Integrin act MD	TCR act	PTAP TSG101 blk	Mito fusion act	ASM inhibitor	TSHR antag	BCR signal inh	ELG1 repair inh	Tb PFK block	Eya2 inh	A-T KAP1 phos
O=C(O)/C=C\c1cccc(-n2cnnn2)c1	21%	0%[46.1 µM]	0%	-4%	5%	6	4%	9%	2%	-2%	5%
Cc1ccccc1OC(=O)c1cccc(S(=O)(=O)N2CCN(C)CC2)c1	-11%	-2%	-2%	-8%	-7%	-3	0%	0%	-1%	-9%	0%
COc1ccc(C2CC(=O)Oc3cc(C)cc(C)c32)cc1 (configuration not stated)	-7%	0%[46.1 µM]	-2%	nt	5%	-1	1%	-10%	0%	0%	0%
COc1ccc(Cc2nnc(NC(=O)c3c(-c4ccccc4)noc3C)s2)cc1OC	nt	-7%[46.1 µM]	nt	-1%	nt	-12	3%	1%	-7%	2%	-3%
Cc1ccc(S(=O)(=O)NCCc2cc3ccc(C)cc3[nH]c2=O)cc1	6%	3%	-7%	-4%	-1%	-16	?	-7%	-1%	14%	0%
COc1ccc(C)cc1NC(=O)C(NCC(O)c1ccccc1)c1ccccc1 (configuration not stated)	16%	2%	-5%	15%	-5%	0	2%	-20%	-4%	-3%	1%
Cc1cc(C)nc(NC(=O)c2ccccc2O)n1	-13%	-5%	-2%	0%	-1%	-4	?	-15%	0%	1%	-17%
Cc1cc(C)cc(NC(=O)N2CCCN(Cc3c(F)cccc3Cl)CC2)c1	6%	-3%	5%	4%	4%	4	?	-7%	-1%	-6%	4%
CC(=O)N1N=C(N)SC1c1cccc([N+](=O)[O-])c1 (configuration not stated)	-24%	0%	-4%	-3%	0%	2	3%	1%	-1%	10%	0%
Cc1ccc(Cl)cc1N1CCN(C(=O)c2noc(C(C)C)c2[N+](=O)[O-])CC1	-56%[inhibitor]	0%	0%	-32%	-2%	-5	?	-1%	-2%	-3%	7%
O=C(c1cc2ccccc2o1)N1CCN(c2cccc(C(F)(F)F)c2)CC1	5%	-4%	1%	-5%	-8%	0	4%	?	-4%	-2%	6%
COc1cc(C(=O)Nc2ccc(O)cc2C(=O)O)ccc1OC(C)=O	-10%	-1%	-1%	1%	3%	5	?	3%	-2%	11%	-2%
CC(=O)Nc1ccc(S(=O)(=O)N2CCN(Cc3ccncc3)CC2)cc1	10%	-4%	-2%	0%	6%	-2	?	2%	0%	5%	5%
CC1CCCCN1Cc1cnc(Cl)s1 (configuration not stated)	-12%	3%	-4%	-3%	4%	-5	-2%	3%	-5%	-19%	-1%
Fc1ccccc1N1CCN(c2ncnc3nc[nH]c23)CC1	5%	-2%	-2%	-1%	1%	-8	2%	6%	-1%	10%	6%
O=C(NC1CCCCC1)C1(S(=O)(=O)c2ccc(Cl)cc2)CC1	32%	1%	-1%	4%	-2%	4	-8%	15%	2%	19%	-8%
O=C(OCCN1CCOCC1)c1cccc(F)c1	28%	2%	1%	0%	1%	37	1%	4%	4%	-8%	0%
O=C(O)c1ccc2c(=O)n3c(nc2c1)/C(=C/c1ccc(Cl)c(Cl)c1)CC3	5%	1%	-4%	16%	13%	-10	-1%	7%	-3%	4%	0%
Cc1oc2c(c1C(=O)c1ccccc1)C(=O)C(=O)c1ccccc1-2	-52%[inhibitor]	7%	-5%	-11%	-14%	?	?	?	1%	23%	?
COc1cccc(/C=N/NC(=O)c2ccc(=O)n(C)c2)c1OC	13%	1%[46.1 µM]	-1%	-6%	-2%	31	?	?	-1%	3%	-1%
O=C(C1CC(=O)N(C2CCCC2)C1)N1CCN(c2ccccc2F)CC1 (configuration not stated)	0%	-4%	1%	-2%	-1%	0	0%	1%	2%	3%	4%
COc1ccc(Cl)cc1NC(=O)C1COc2ccccc2O1 (configuration not stated)	?	4%	-5%	0%	-1%	-5	?	?	0%	-5%	8%
CCN(CC(=O)N1CCCC1)S(=O)(=O)c1ccc(F)cc1	-13%	-4%	-4%	0%	-1%	-4	4%	-3%	2%	-6%	-3%
CCn1c(CC(=O)Nc2ccccc2F)nnc1SCC(=O)NC1CCCC1	-12%	0%	-7%	-2%	0%	-3	-1%	0%	1%	-5%	-6%
C[C@H](NC(=O)c1nc[nH]c1C(=O)NC(c1ccccc1)c1ccccc1)C(=O)OC(C)(C)C	-21%	-2%	2%	14%	-7%	1	?	0%	-3%	-12%	1%
Next section
SMILES	Integrin act MD	TCR act	PTAP TSG101 blk	Mito fusion act	ASM inhibitor	TSHR antag	BCR signal inh	ELG1 repair inh	Tb PFK block	Eya2 inh	A-T KAP1 phos
O=C(N/N=C/c1sc(N2CCCCC2)nc1-c1cccs1)C1CC1	-23%	2%	-1%	6%	80%[activator]	8	?	?	0%	-6%	2%
CCCN(c1ccc(C)cc1)c1nc(=O)c2cccnc2s1	-30%	9%	1%	8%	-2%	-7	6%	?	0%	-7%	4%
Cn1cccc1Cc1nnc(SCC(=O)NCC2CCCO2)n1C (configuration not stated)	0%	-2%	-1%	-6%	0%	-1	-10%	20%	1%	-11%	-8%
Cc1ccc(S(=O)(=O)N2[C@@H](c3ccc(Cl)cc3)C(C(=O)O)=CC[C@H]2c2cccc(C)c2)cc1	19%	2%	-3%	2%	1%	6	9%	17%	-8%	-1%	15%
NC(=O)CSc1cn(CCNC(=O)c2cccs2)c2ccccc12	-11%	-6%	-2%	-1%	-1%	-5	1%	29%	1%	-2%	3%
CC(C)CNC(=O)COc1ccccc1[N+](=O)[O-]	?	-7%[46.1 µM]	-5%	3%	0%	-2	?	?	9%	-12%	2%
Cc1cc(C)nc(NS(=O)(=O)c2ccc(NC(=O)COc3ccccc3)cc2)n1	6%	-1%	0%	-1%	4%	10	?	-4%	-20%	-5%	-2%
COc1ccc(CN2C(=O)C(C)N(C(=O)c3c(F)cccc3F)c3ccccc32)cc1 (configuration not stated)	0%	-1%	-5%	-7%	0%	0	?	?	2%	-4%	-17%
COc1ccc(OC)c(CN2CCN(CC(=O)Nc3ccccc3C(=O)NC3CC3)CC2)c1	-3%	2%	-4%	0%	4%	4	?	?	2%	3%	10%
CCc1ccc(Nc2nnc(SCC(=O)NCCN3C(=O)CSC3=O)s2)cc1	-1%	-5%[46.1 µM]	-5%	-6%	6%	-2	-6%	?	-3%	1%	7%
CCOc1ccc(OCC)c(NC(=O)CN(C)S(=O)(=O)c2cnc[nH]2)c1	-9%	3%	-4%	2%	-1%	0	?	15%	9%	7%	-4%
CC(NC(=O)/C=C/c1ccccc1)c1ccccc1 (configuration not stated)	-11%	1%	-7%	2%	1%	-10	15%	-13%	-8%	7%	5%
O=C(Nc1cc(C(F)(F)F)ccc1-n1cncn1)c1ccc(-c2ccccc2)cc1	11%	nt	-9%	7%	?	19	-3%	?	8%	37%	0%
CCOc1cc(C(=S)N2CCOCC2)ccc1OC(=O)/C=C/c1ccc(OC)c(OC)c1	18%	7%[46.1 µM]	-9%	0%	-2%	13	5%	-16%	4%	-5%	-6%
CCOC(=O)C1CCN(C(=O)c2cnn3c(C)cc(C)nc23)CC1	0%	-6%	-4%	1%	2%	6	-10%	11%	1%	-4%	-2%
COc1cc(C2CC(=O)n3c(nc4ccccc43)S2)cc(OC)c1OC (configuration not stated)	nt	2%[46.1 µM]	nt	1%	nt	-1	0%	-3%	3%	-5%	2%
COc1ccc(NC(=S)N2CCN(S(=O)(=O)c3ccc(C)cc3)CC2)cc1	12%	-4%	0%	0%	-1%	2	1%	-10%	1%	10%	5%
CN1CCN(Cc2cccc3ncccc23)CC1CCO (configuration not stated)	19%	2%	-4%	1%	1%	9	-1%	2%	2%	-20%	1%
Cc1ccc(S(=O)(=O)/N=C(/Nc2ccc([N+](=O)[O-])cc2[N+](=O)[O-])c2ccccc2)cc1	-6%	2%[46.1 µM]	-3%	nt	-9%	-20	?	23µM*	-1%	0%	11%
